TROY NFkB inh: blocks TROY-dependent signaling in reporter cells | Q293 LMP1-TROYcd NF-kB luciferase reporter, 4 h | actives 0.98% (n = 360,000) | inhibition, % at 10 µM;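 active means compounds whose plate-normalised and pattern-corrected inhibition of the luciferase reporter signal at the single screening dose is 50% or more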
Shn3 inh set2: reduces Shn3 3'UTR luciferase signal in osteoblasts; inhibition, % at 12.5 µM; AID 588674; Clone20 osteoblast Shn3 3'UTR firefly luciferase, 24 h; actives 0.52% (n = 360,000);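 active means mean inhibition of at least 75% with every replicate also reaching 75%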;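 further: 0% = median of neutral control wells and 100% = pilot-screen positive control compound; some compounds past the cut are filed as inactive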
CF NFkB inh: cystic fibrosis NF-kB activation inhibition. KKLEB NF-kB-GFP reporter, PAF-induced, GFP fluorescence overnight. AID 588850. actives 0.86% (n = 360,000). inhibition, % at 5 µM;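 active means at least 50% inhibition at 5 µM, scaled per plate between neutral and stimulator controls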;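 further: PAF is a Pseudomonas aeruginosa culture filtrate used as stimulus; plate controls were PAF-stimulated DMSO wells for no effect and unstimulated DMSO wells for full effect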
HIF-2a block: inhibitors of HIF-2a; 786-0 RCC cells HIF-2a reporter, luciferase luminescence, overnight; inhibition, % at 18.8 µM; actives 0.72% (n = 360,000); AID 624352;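 active means inhibition of the luminescence signal of 40% or more relative to plate controls, in a single-dose primary screen at 18.75 µM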
NR2E3 ag-1: activates human photoreceptor nuclear receptor NR2E3; inhibition of corepressor binding, % at 4.78 µM; AID 2300; actives 0.12% (n = 320,000); GST-NR2E3/biotin-RetCOR TR-FRET, 1536-well;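 active means percent inhibition above the cutoff of mean plus 3 SD of all tested compounds, set per screening campaign, cut at about 20% in these data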;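 further: 0% = DMSO wells and 100% = biotin wells as full block of FRET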
Target sequence (Q9Y5X4 whole entry, looked up): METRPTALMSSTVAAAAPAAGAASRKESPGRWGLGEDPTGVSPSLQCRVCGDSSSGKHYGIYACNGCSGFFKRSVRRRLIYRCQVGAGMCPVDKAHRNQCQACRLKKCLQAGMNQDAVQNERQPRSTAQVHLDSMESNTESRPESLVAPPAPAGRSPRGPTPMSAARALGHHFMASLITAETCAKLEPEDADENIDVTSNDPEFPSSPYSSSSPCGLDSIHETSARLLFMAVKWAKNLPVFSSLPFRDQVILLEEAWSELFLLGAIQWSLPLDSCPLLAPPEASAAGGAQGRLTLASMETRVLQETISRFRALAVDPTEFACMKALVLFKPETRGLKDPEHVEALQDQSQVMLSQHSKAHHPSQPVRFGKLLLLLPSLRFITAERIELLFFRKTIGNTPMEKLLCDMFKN
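system = GST-tagged NR2E3 plus biotinylated RetCOR corepressor | input = 1.35 nM GST-NR2E3 | also added = 7 nM biotin-RetCOR | schedule = 5 h incubation at 4 °C | measured by = TR-FRET with europium anti-GST and streptavidin-D2, 340 nm excitation | read-out = percent loss of FRET ratio relative to control wells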
KKLEB cytotox: counter-screen for CF NF-kB inhibitors: cytotoxicity; activity change (cytotoxicity), % at 5 µM; actives 0.36% (n = 360,000); KKLEB CF airway cells viability, ATPlite luminescence, overnight; active compounds read low; cells stimulated with P. aeruginosa culture filtrate;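 active means corrected activity change at or below -50% at 5 µM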
C8 TRAIL sens: caspase-8 TRAIL sensitization; NB7+C8 cells + TRAIL, ATPlite viability luminescence; inhibition (viability loss, TRAIL sensitization), % at 10 µM; actives 1% (n = 360,000); AID 624354;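 active means compounds causing at least 50% loss of cell viability in the single-dose screen, relative to plate controls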
NR2E3 ag-2: activates human NR2E3 receptor | inhibition of corepressor binding, % at 3.98 µM | CHO-S Gal4-NCOR/VP16-NR2E3 two-hybrid, luciferase | AID 602229 | Q9Y5X4 | actives 0.35% (n = 360,000);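 active means inhibition above the mean of all tested compounds plus 3 SD, cut at about 70% in these data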;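 further: 0% = DMSO with NR2E3 transfected cells and 100% = cells lacking NR2E3 construct; higher means lower luciferase signal from less NR2E3 corepressor binding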
TWEAK-Fn14 inh: TWEAK-Fn14 signaling inhibition; TWEAK-stimulated Fn14 reporter cells, luciferase luminescence, 8 h; inhibition, % at 10 µM; actives 2% (n = 360,000); AID 1159606; in the data active means inhibition above about 50%
TRPM1 prom inh: reduces MITF-dependent TRPM1 promoter luciferase signal. AID 488899. actives 0.83% (n = 330,000). SK-MEL-5 TRPM1 promoter luciferase, 24 h. inhibition, % at 12.5 µM;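 active means mean inhibition across replicates of 60% or more, whatever share of single replicates reaches that level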; further: values of inactives mirror those of a sister screen read the other way
Peg3 promoter: inhibitors of Peg3 promoter. actives 1.7% (n = 360,000). HeLa PEG-Prom luciferase reporter, luminescence, overnight. AID 588405. inhibition, % at 20 µM;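 active means inhibition of at least 50% at 20 µM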
* = called active by the depositor; · = no result given.

mol | CF NFkB inh | C8 TRAIL sens | TRPM1 prom inh | KKLEB cytotox | Peg3 promoter | NR2E3 ag-2 | Shn3 inh set2 | HIF-2a block | TWEAK-Fn14 inh | NR2E3 ag-1 | TROY NFkB inh
Cc1ccc(-n2c(C3CC3c3ccc(Cl)cc3)n[nH]c2=S)cc1 (stereo not given) | -6 | 59* | -8 | 16 | 12 | -10 | 8 | 12 | -13 | -4 | 9
CCOC(=O)C1CCCN(C(=O)c2ccc3c(c2)CCO3)CC1 (stereo not given) | 4 | -4 | · | 3 | -1 | 3 | 5 | 9 | 1 | · | -9
Oc1ccc(NC(=S)N=Nc2c(O)[nH]c3ccc(Br)cc23)cc1 | 44 | 14 | 40 | -16 | 40 | -3 | -3 | 4 | -31 | · | 24
COc1cc(C=O)cc(Cl)c1OC(=O)N1CCOCC1 | 7 | -16 | -5 | -2 | 18 | 10 | 7 | 19 | 19 | 0 | 21
Nc1nnc(SCC(=O)Nc2ccc(N3CCOCC3)c(Cl)c2)s1 | -15 | 30 | 8 | 9 | -28 | 22 | 14 | -33 | -6 | 3 | 2
COc1cccc(-n2nc(-c3ccnn3-c3ccccc3)c(=O)n(C)c2=O)c1 | -3 | 3 | 20 | -2 | 15 | -17 | 7 | 21 | 5 | -3 | 9
Cc1ccc(CCN2C(=O)CCC2(C)C(=O)NCc2cccnc2)cc1 (stereo not given) | 4 | -11 | 1 | 7 | 0 | -1 | 16 | 7 | -17 | -2 | -4
C/C=C/C(=O)OCC(=O)Nc1cc(OC)c([N+](=O)[O-])cc1C | 17 | -3 | -9 | -6 | 11 | -34 | -9 | 8 | 1 | 0 | 4
CN(C)S(=O)(=O)c1ccc(N)c([N+](=O)[O-])c1 | -6 | -2 | -1 | -7 | 15 | 30 | 11 | 15 | -12 | · | 2
COc1cc(O)c(C(CCN2CCOCC2)c2cc(OC)c(OC)c(OC)c2)c(OC)c1 (stereo not given) | 16 | -22 | -9 | -3 | -2 | -6 | 3 | 5 | 7 | 0 | -1
O=C(Nc1cccnc1)c1cc(F)cc(F)c1 | 8 | -9 | 2 | -1 | 7 | -2 | 6 | 11 | 29 | 1 | -30
O=C(CSc1nc(-c2ccco2)cc(C(F)(F)F)n1)Nc1ccc2c(c1)CCC2 | -1 | 20 | 14 | -5 | -10 | 5 | 12 | -50 | 34 | 2 | 44
Cc1cccc(OCCNS(=O)(=O)c2ccc(Cl)cc2)c1 | -16 | -2 | 0 | 10 | 11 | -20 | 3 | 3 | -3 | 3 | -19
N/C(=N\S(=O)(=O)c1cc(C(F)(F)F)cc(C(F)(F)F)c1)c1ccc(Cl)cc1 | 8 | 6 | 12 | -7 | 33 | -12 | 27 | 13 | 17 | 2 | 60*
CC1=CC(=O)C=C(C)C1=NOc1ccccc1[N+](=O)[O-] | -5 | -3 | 12 | 14 | -5 | 8 | 19 | 7 | -14 | 2 | 18
COc1cc(OC)cc(C(=O)NCc2nc(-c3ccccc3)no2)c1 | -14 | -22 | 9 | 8 | 17 | -13 | 4 | 16 | -21 | 1 | -12
COc1ccc(-c2nnc(SCC(=O)Nc3cc(C)on3)o2)cc1 | -2 | 8 | -2 | 7 | -16 | -12 | -5 | -27 | -5 | 0 | -13
COc1ccccc1CNS(=O)(=O)c1c(C(=O)N2CCCC2)c(C)n(C)c1C | -6 | 13 | -11 | -3 | -10 | 0 | -43 | 7 | 0 | 0 | 5
COc1ccccc1OCC(=O)NNC(=O)Nc1ccc(Cl)cc1 | 11 | 3 | 21 | 4 | 10 | -57 | 8 | 18 | -6 | 2 | 10
N=C(N)SCC1=CCS(=O)(=O)C1 | -6 | -21 | 12 | 0 | -2 | -29 | -12 | 10 | 8 | 7 | 7
COc1ccc(NC(=O)CN(C)C(=O)CNC(=O)c2ccc3ccccc3c2)cc1 | -25 | -3 | -56 | 6 | -175 | -23 | -75 | -169 | -6 | · | -35
O=C(COC(=O)c1ccc(Cl)c(S(=O)(=O)N2CCCCC2)c1)NCC1CCCO1 (stereo not given) | -3 | -2 | 7 | -7 | 2 | 1 | -7 | 15 | -18 | -3 | 2
Cc1ccc(NC(=O)CCNC(=O)c2ccc([N+](=O)[O-])cc2)cc1S(=O)(=O)N1CCOCC1 | -7 | -14 | 13 | -3 | 5 | -4 | 11 | -2 | -18 | 2 | -1
O=C(NC(CSSCC(NC(=O)c1ccccc1)C(=O)O)C(=O)O)c1ccccc1 (stereo not given) | -5 | 2 | 5 | 4 | -5 | -14 | 5 | 4 | -14 | -1 | -1
C/C(=N\NC(=O)c1ccc(Cn2cc([N+](=O)[O-])cn2)o1)c1cccc(NC(=O)C(C)C)c1 | 10 | 0 | 0 | -9 | -2 | -3 | 25 | 2 | 4 | 2 | -13

More records.
mol | CF NFkB inh | C8 TRAIL sens | TRPM1 prom inh | KKLEB cytotox | Peg3 promoter | NR2E3 ag-2 | Shn3 inh set2 | HIF-2a block | TWEAK-Fn14 inh | NR2E3 ag-1 | TROY NFkB inh
CCn1cc(C(=O)N2CCOCC2)c(=O)c2cc(S(=O)(=O)N(C)C)ccc21 | 16 | -6 | -9 | -7 | -4 | -15 | -12 | 8 | 12 | 1 | -12
O=C(Cn1cc(COc2c(F)c(F)cc(F)c2F)nn1)c1ccc(O)cc1 | -13 | 12 | -13 | -2 | -6 | -31 | -14 | 1 | 21 | · | -16
COc1cccc2c1Oc1ncccc1N(C(=O)CCC(=O)NCc1ccc(F)cc1)C2 | 7 | -23 | -13 | 1 | 1 | -2 | -5 | 11 | -24 | -3 | -1
Cc1c(Cc2ccccc2)c(=O)oc2cc(OCC(=O)c3ccccc3)ccc12 | -8 | 19 | 4 | -2 | 2 | 8 | 8 | -13 | 13 | -4 | 21
COCCn1c(SCC(=O)NNC(=O)c2cc(Cl)ccc2OC)nnc1-c1ccncc1 | -17 | -15 | 9 | -6 | 5 | -4 | -12 | 11 | -2 | -1 | 18
Cc1c(C(=O)NC(C(C)C)C(C)C)cccc1[N+](=O)[O-] | -6 | -4 | 6 | -4 | -28 | -14 | 0 | 21 | 6 | -5 | -6
Cc1ccc(C(=O)/C=C/c2cn(CC(O)CN3CCOCC3)c3ccccc23)cc1 (stereo not given) | -6 | -4 | -9 | -13 | -70 | -12 | 13 | -99 | 4 | 1 | -8
COCCNC(=O)CN(C)S(=O)(=O)c1ccc2c(c1)OCCO2 | -20 | 20 | 2 | 16 | 4 | 14 | -4 | 18 | -6 | -5 | 6
O=C(c1ccc(Sc2ccc(F)cc2)c([N+](=O)[O-])c1)N1CCOCC1 | 1 | 5 | 8 | -14 | 16 | 3 | -10 | 7 | 6 | 0 | 9
CN(C)/C=C/C(=O)c1cccc(C(F)(F)F)c1 | -4 | -2 | -11 | -1 | -19 | -10 | -2 | -38 | -13 | -4 | -29
O=c1c2ccccc2ncn1-c1ccc2c(c1)OCCO2 | 3 | -2 | -40 | 7 | -59 | -53 | -22 | -55 | 51* | -1 | -4
CCOC(=O)C1=C(COC(=O)COc2ccc(C#N)cc2)NC(=O)NC1C (stereo not given) | 6 | -9 | -1 | 10 | 9 | -15 | -4 | 3 | 90* | 3 | -1
O=C(CSc1ncn[nH]1)N1CCN(S(=O)(=O)c2ccccc2)CC1 | 3 | -3 | 10 | -10 | 16 | -4 | -5 | 14 | -4 | 1 | 3
CCN(CC)P(=O)(Nc1ccc([N+](=O)[O-])cc1)c1c(C)nn(CCC#N)c1NC(=O)c1ccc(Cl)cc1 (stereo not given) | -17 | 11 | 5 | 10 | -7 | -3 | 3 | -6 | 8 | 5 | 3
COC(=O)c1cc(NC(=O)Cc2ccccc2[N+](=O)[O-])ccc1Cl | -22 | 9 | 9 | 12 | -2 | -11 | -17 | -5 | -2 | 1 | 14
CC(C)Cc1cc(C(=O)NCc2ccco2)no1 | -13 | -2 | -71 | 4 | -173 | -70 | -55 | -209 | 38 | 4 | 2
O=C(NCCCN1CCCC1=O)C1CCN(S(=O)(=O)c2cc(C(F)(F)F)ccc2Cl)CC1 | -7 | -1 | 3 | 10 | -8 | 5 | 4 | 0 | -3 | 1 | -17
CC(C)[C@H](NC(=O)c1ccccc1)C(=O)OCC(=O)Nc1ccc(Cl)cc1C(F)(F)F | -12 | -4 | 3 | 9 | 4 | -7 | 7 | 15 | -1 | -3 | 15
CCn1cc(CN2CCN(Cc3ccccc3)C(CCO)C2)c2ccccc21 (stereo not given) | 4 | -10 | 1 | -9 | 9 | -26 | 17 | 13 | -12 | 1 | -4
Cc1cc(Cl)ccc1NC(=S)NCCN1CCOCC1 | -2 | 9 | 5 | 10 | -2 | 12 | 6 | 13 | -23 | -1 | 9
O=C(CCCn1c(=S)[nH]c2ccc(Br)cc2c1=O)NCc1ccccn1 | -13 | -11 | 10 | -4 | 15 | -26 | -2 | 18 | 12 | 0 | 7
Cn1c(N)c(C(=O)COC(=O)c2cc(S(=O)(=O)N3CCOCC3)ccc2F)c(=O)n(C)c1=O | -8 | 64* | 82* | -10 | 89* | -17 | 14 | -15 | -16 | · | 36
COc1cc(C(=O)NC2CCCC2)c(Br)c(OC)c1OC | -10 | -10 | 3 | -33 | 6 | -10 | -9 | 21 | 2 | -3 | 6
O/N=C1/CCCCC1c1ccccn1 (stereo not given) | 4 | -7 | -4 | -1 | 3 | 4 | -5 | 8 | 1 | 1 | -21
O=C(NCc1ccccc1)c1ccc2c(c1)C(=O)N(Cc1ccncc1)C2=O | -4 | -3 | -1 | 1 | -2 | -51 | 10 | 10 | -22 | 1 | -9

Only CF NFkB inh, Shn3 inh set2 and NR2E3 ag-1, for 2 of the compounds above:
compound	CF NFkB inh	Shn3 inh set2	NR2E3 ag-1
Cn1c(N)c(C(=O)COC(=O)c2cc(S(=O)(=O)N3CCOCC3)ccc2F)c(=O)n(C)c1=O	-8	14	·
COc1cc(C(=O)NC2CCCC2)c(Br)c(OC)c1OC	-10	-9	-3

Further entries
mol | CF NFkB inh | C8 TRAIL sens | TRPM1 prom inh | KKLEB cytotox | Peg3 promoter | NR2E3 ag-2 | Shn3 inh set2 | HIF-2a block | TWEAK-Fn14 inh | NR2E3 ag-1 | TROY NFkB inh
CSc1nc(N)nc(SC2C=CCCC2)c1C#N (stereo not given) | 14 | -3 | -38 | -22 | -64 | -114 | -5 | -77 | -49 | -3 | -56
Cc1ccc2nc(-c3ccccn3)cc(C(=O)NC(C)C(C)(C)C)c2c1 (stereo not given) | -16 | -5 | 19 | -8 | 6 | -7 | -11 | 15 | -3 | 2 | -1
O=C(OCc1cc2ccccc2[nH]c1=O)c1ccco1 | 4 | -12 | 5 | 2 | 10 | -6 | -8 | 0 | 1 | 1 | -14
COc1ccc(Cc2n[nH]c(=S)n2NC(=O)Nc2ccc(C)cc2)cc1 | 19 | -1 | -47 | -3 | -159 | -37 | -42 | -160 | -27 | -2 | -37
O=[N+]([O-])c1cc(/C=N/N2CCN(Cc3ccccc3)CC2)ccc1Cl | -10 | 1 | -21 | 8 | -31 | -8 | -4 | -59 | 4 | 1 | -23

Bioassay records deposited in PubChem by several laboratories.

The list is partial. The share of hits here may be higher or lower than overall.
